Source: PubChem BioAssay (National Center for Advancing Translational Sciences (NCATS))
AID inhibitor – Primary qHTS assay for inhibitors of Activation Induced Cytidine Deaminase (AID): AID signal; Potency, µM (doses to about 115 µM), for the others: top-dose activity change, negative = inhibition, most hits filed as inhibitors; AID deamination FRET fluorescence, UDG-coupled, 4 h; 91,000 compounds, 0.32% hits; further: nearly all actives have a fitted effect of over 25% in size
Target sequence (Q9GZX7 whole entry, looked up): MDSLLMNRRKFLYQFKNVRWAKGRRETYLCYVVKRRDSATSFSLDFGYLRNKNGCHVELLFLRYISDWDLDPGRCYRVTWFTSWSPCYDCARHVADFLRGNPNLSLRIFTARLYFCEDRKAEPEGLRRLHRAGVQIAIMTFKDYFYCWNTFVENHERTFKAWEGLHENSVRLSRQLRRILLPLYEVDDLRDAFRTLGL
UDG counterscr – Primary qHTS assay for inhibitors of Activation Induced Cytidine Deaminase (AID): UDG Counterscreen signal; Uracil-DNA glycosylase; FRET deamination/UDG coupled assay, UDG read, 4 h; Potency, µM (titrated, usually from 115 µM), for inactives: top-dose activity change, negative = inhibition, actives largely listed as inhibitors; 91,000 compounds, 0.14% hits; AID 1347430, 2020; further: nearly all actives have a fitted effect of over 65% in size
Active calls of the source: *; ? = inconclusive; [ ] = dose if it differs, or a comment. The call rests on the fitted dose curve; in most records, active means well fitted curve in the direction sought with a large enough effect; inconclusive means small, poorly fitted or top-dose-only effect, or another doubt; inactive means no such curve, though single readings can be large; an effect the other way counts as inactive or inconclusive. On the % scale 0 is the no-effect control and ±100 the full control effect; potency means the concentration at half of the fitted maximal effect. This is a subset; rates above refer to the full screens.

SMILES | AID inhibitor | UDG counterscr
CC(=O)Nc1ccc(NC(=O)CCCc2nc(-c3ccc(C(C)(C)C)cc3)no2)cc1 | 5.1% | 1.5%
CCOc1ccc(CNS(=O)(=O)c2ccc3[nH]c(=O)ccc3c2)cc1 | -0.4% | 1.6%
CCOC(=O)N1CCN(Cc2cc(=O)oc3c(C)c(C)ccc23)CC1 | -3.0% | 3.9%
COc1ccc(OC)c(C2=NS(=O)(=O)N(C)C(C(=O)N3CCN(C)CC3)=C2)c1 | 4.9% | -0.6%
O=C(Nc1ccc2c(c1)CCC2)c1c(F)cccc1F | -8.4% | -13.1%
Cc1oc2ncn(C)c(=O)c2c1C(=O)N1CCN(c2ccccc2)CC1 | -0.3% | -4.8%
Cc1nn(CCCC(=O)Nc2cccc(F)c2)c(=O)c2c1sc1ccccc12 | ? | -2.1%
Cc1ccc(NC(=O)N[C@@H](CC(C)C)C(=O)O)cc1Cl | -3.1% | -1.5%
COc1ccccc1N1CCN(C(=O)Cn2c(=O)n3nc(-c4cccc(C)c4)nc3c3ccccc32)CC1 | 4.1% | -11.4%[57.5 µM]
COc1ccc(-c2csc3ncnc(Nc4ccccc4)c23)cc1 | -9.9% | -9.7%
Cc1ccc2[nH]c(C)c(CC(=O)NCc3cn4ccc(C)cc4n3)c2c1 | 43.9%[activator] | -5.8%
Cc1cccc(N(C)c2nc3ccc(C)cc3n3nnnc23)c1 | 5.9% | 12.5%[57.5 µM]
Cc1cc(Cl)ccc1NC(=O)CCS(=O)(=O)c1cc2c(cc1C)NC(=O)CO2 | -2.5% | -1.2%
Cc1ccc(/C(=N\NC(=O)C(C)C)c2ccccc2)cc1 | -9.3% | -14.3%
Cc1ccn2cc(-c3ccc(C)c(NS(=O)(=O)c4ccc(Cl)cc4)c3)nc2c1 | 12.1% | -0.5%
CCOc1ccccc1NS(=O)(=O)c1cc(-c2cnc(C3CC3)o2)ccc1C | -12.0% | ?
CNC(=O)CCc1cn(Cc2ccc(C)cc2)c2ccccc12 | -1.6% | -10.2%
Cc1ccc(/C=C/c2onc(C)c2S(=O)(=O)N2CCC(C(=O)N3CCC(C)CC3)CC2)cc1 | -15.5% | -15.0%
O=C(COc1ccc(F)cc1F)Nc1cccc2cccnc12 | 8.9% | -0.7%
CCOc1cc(/C=C2/NC(=O)NC2=O)ccc1OCc1ccccc1F | 7.1% | 8.9%
COc1ccc2nc(NS(=O)(=O)c3ccc(C)cc3)c(Nc3ccc4c(c3)OCO4)nc2c1 | 22.0% | -7.6%
Cn1nnnc1SCCNCc1ccccc1OCc1ccc(Cl)cc1Cl | ? | -9.6%
COc1ccc(NC(=O)c2c(NC(=O)COc3ccccc3)sc3c2CCC(C(C)(C)C)C3)cc1 (stereo not drawn) | -8.0% | -4.4%
O=C(Nc1ccc(F)cc1)c1nc2ccccc2nc1N1CCOCC1 | -1.4% | -2.4%
CCOc1cc(CN2CCN(S(=O)(=O)c3ccc(C)cc3)CC2)ccc1OC | 1.1% | -8.5%
CC(C)CC(=O)N1CCN(CC2CC=CCC2)CC1 (stereo not drawn) | 0.6% | -4.7%
O=C(CSc1nc(-c2ccc(F)cc2)[nH]c1-c1ccc(F)cc1)Nc1ccc2c(c1)OCCO2 | ? | 0.5%
O=C(O)CNS(=O)(=O)c1ccc(F)c(F)c1F | 3.2% | 7.2%
N#CCc1nnc(-c2ccccc2)s1 | 26.7% | ?
CCCCC(=O)Nc1c(C(=O)N2CCN(c3ccccc3)CC2)oc2ccccc12 | -21.0% | 14.4%
COCCNC(=O)C1CCCN(S(=O)(=O)c2ccc3c(ccn3C)c2)C1 (stereo not drawn) | 39.5%[activator] | 14.8%
Cc1cc(C)cc(N2CCn3c2nc2c3c(=O)n(CCc3ccccc3)c(=O)n2C)c1 | 8.0% | 11.2%
C#CC(C)(CC)NC(=O)Cn1nnc(-c2ccc(OCc3ccccc3F)cc2)n1 (stereo not drawn) | -8.3% | -13.8%[57.5 µM]
O/N=C/c1ccc[n+](C/C=C/c2ccccc2)c1 | 4.8% | -15.1%
CCC(C)(C)C1CCc2c(sc(NC(=O)c3cccc4ccccc34)c2C#N)C1 (stereo not drawn) | 11.7% | 5.3%
COC(=O)c1c(C)sc(-c2c(-c3cccc(OC)c3)[nH]c3c2c(=O)[nH]c(=O)n3C)c1O | 11.7% | -24.4%
O=C(/C=C/c1ccccc1)c1cc2ccccc2oc1=O | ? | -4.3%
Cc1cccc(NC(=O)CSc2nc(-c3cccs3)nc3cc(=O)[nH]n23)c1 | -14.1% | 15.5%
COc1cccc(C(=O)NCc2n[nH]c(=O)c3ccccc23)c1OC | -2.4% | 7.0%
O=C(CSCc1ccccc1)NNC(=S)NC1CC1 | 4.9% | 1.8%
O=C(OCCOc1ccccc1)c1ccc2nccnc2c1 | 0.5% | 2.9%
CC(=O)Nc1ccc(NC(=O)C(C)Cl)cc1 (stereo not drawn) | 10.6% | 1.9%
CC1CCC(NC(=O)c2cc(Sc3ccccc3Cl)nc3ccccc23)CC1 (stereo not drawn) | -5.0% | 0.8%
Cc1nc(C(=O)NCc2cccs2)ccc1C#N | -6.0% | 2.0%
COc1ccc(CCN2C(=O)N(c3cccc(C)c3)C(=O)C2CC(=O)Nc2ccccc2)cc1OC (stereo not drawn) | 13.5% | -24.5%
Cc1ccc(C(=O)Nc2ccc(-c3nc4ccccc4s3)cc2)c(C)c1 | 1.4% | 1.2%
CCC1CN(C(=O)Nc2cccc3c2CCCC3)c2cc(Cl)ccc2O1 (stereo not drawn) | -16.8% | -4.6%[57.5 µM]
Nc1ccc(N2CCN(c3ncc(C(F)(F)F)cc3Cl)CC2)c(C(F)(F)F)c1 | -29.5% | -17.5%
Cc1ccc(SC(C)C(=O)c2ccccc2)cc1 (stereo not drawn) | -8.4% | 4.7%
CCCCCCCCc1ccc(-c2ccc(CCCC)cc2)nc1 | -2.9% | -1.5%
CCOc1ccc(NC(=O)c2c(NCc3cccs3)sc3c2CCCCC3)cc1 | 28.7% | -7.8%
CCCCCCNC(=O)Cc1cccc2ccccc12 | -1.3% | 2.6%
Cc1ccccc1CN1CCC(CNc2ncnc3onc(-c4ccc(Cl)cc4)c23)CC1 | ? | -15.4%
Cc1cccc(NC(=O)N2CCc3c(sc4c3CCCC4)C2c2ccc(F)cc2)c1 (stereo not drawn) | -5.5% | -25.0%
O=C(NC1CCCCCC1)C1CCN(C(=O)N2CCOc3ccccc32)CC1 | -12.0% | 2.4%
CCOC(=O)c1cc(OC(=O)c2ccc(OC)c(OC)c2)n(-c2ccccc2)n1 | -21.4% | -2.7%
CCOC(=O)c1c(NC(=O)/C=C/c2ccc(C)cc2)sc(C(C)=O)c1C | 16.2% | 1.3%
O=c1cc(CN2CCN(Cc3ccccc3)CC2)c2cc(Cl)c(O)cc2o1 | 4.1% | 2.0%
CCCN1Cc2cccc(C(=O)Nc3ccccc3C(=O)OC)c2C1=O | -13.3% | 7.2%
CCOc1cc(N)ccc1OC(F)F | 10.0% | 2.3%

Reformatted as a markdown table: part of the list above.
| SMILES | AID inhibitor | UDG counterscr |
| --- | --- | --- |
| CC(=O)Nc1ccc(NC(=O)C(C)Cl)cc1 (stereo not drawn) | 10.6% | 1.9% |
| C#CC(C)(CC)NC(=O)Cn1nnc(-c2ccc(OCc3ccccc3F)cc2)n1 (stereo not drawn) | -8.3% | -13.8%[57.5 µM] |
| N#CCc1nnc(-c2ccccc2)s1 | 26.7% | ? |
| Cc1nc(C(=O)NCc2cccs2)ccc1C#N | -6.0% | 2.0% |

(listing goes on)
SMILES | AID inhibitor | UDG counterscr
CCCCn1c(-n2nc(CC)cc2CC)nc2c1c(=O)n(CC(N)=O)c(=O)n2C | -1.3% | 4.5%
CCCCCCCCCCCCS(=O)CCCC (stereo not drawn) | -15.1% | -16.2%
CC(=O)Nc1ccc(S(=O)(=O)N2CCC(NC(=O)CCC(C)C)CC2)cc1 | 4.8% | 6.8%
O=C(CCc1c[nH]c2ccccc12)NCc1ccc(CN2CCCC2)cc1 | 1.4% | -5.1%
CCN(CC)c1ccc(NC(=O)c2cccn2-c2nnc(N3CCCCC3)s2)c(C)c1 | ? | 24.0%
COc1ccc(NC(=O)CC2C(=O)N(c3cccc(C)c3)C(=O)N2Cc2cccnc2)cc1 (stereo not drawn) | -12.0% | -11.1%[57.5 µM]
COCc1nnc(NC(=O)Cn2ccc3ccc(F)cc32)s1 | 2.2% | -3.9%
COCCNC(=O)CSc1nc(-c2cc(OC)c(OC)c(OC)c2)[nH]c1-c1ccc(Cl)cc1 | -18.2% | ?
O=C(CSc1nnc(-c2c[nH]c3ccccc23)o1)N1CCNC1=O | -3.4% | 0.1%
C=CCOc1ccc(NC(C)=O)cc1 | 1.6% | -5.9%
O=C(NCc1ccccc1Cl)c1cnc(N2CCCCC2)c2ccccc12 | -4.5% | -19.3%
CC(C)NC(=O)C1CCC(Cn2cnnn2)CC1 (stereo not drawn) | 5.9% | 8.8%
Cc1ccc2c(=O)cc(C(=O)Nc3c(C(=O)c4ccccc4)oc4ccccc34)oc2c1C | 17.0% | -8.6%[57.5 µM]
Cc1ccc(NC(=O)c2c(C)oc(C)c2C)c(O)c1 | 3.2% | 9.7%
CCc1ccc(OCC(=O)OCC(=O)c2cc3ccccc3o2)cc1 | 29.9% | 2.8%
CCCCc1cc(=O)oc2c(C)c(OCC(=O)OC(C)(C)C)ccc12 | -6.0% | 4.6%
Cc1cccc(N2CCN(C(=O)CSCc3ccc(F)cc3)CC2)c1C | -26.7% | -5.2%[57.5 µM]
CC(=O)c1ccc(N2CCN(C(=O)Nc3ccc(C(C)C)cc3)CC2)cc1 | ? | -9.0%
ClC(=C\c1ccccc1)/C=N/N1CCN(Cc2ccccc2)CC1 | -11.9% | -8.0%
O=C(/C=C/c1ccccc1[N+](=O)[O-])OCCCC(=O)c1ccc(Br)cc1 | -4.2% | -8.5%
CCOc1ccccc1C(=O)N1CC(=O)Nc2ccc(C)cc2C1c1ccccc1 (stereo not drawn) | -28.8% | -3.2%
CCn1nc(C(=O)Nc2ccc(S(=O)(=O)N(C)C)cc2)c2ccccc2c1=O | 0.2% | 3.5%
Cc1ccc(NC(=O)c2cc[n+]([O-])cc2)cc1Cl | 1.0% | -2.4%
CCCCn1c(=O)[nH]c(=O)c2c1nc(COC(=O)C1(C#N)CCCC1)n2C | -5.7% | 0.2%
O=C(Nc1cc2c(cc1Sc1ccccc1)OCCO2)c1ccc2c(c1)OCCCO2 | ? | -8.3%
CC(C)(C#CC(O)(c1ccccc1)c1ccccc1)[N+](C)(C)Cc1ccccc1 | 5.6% | 16.3%
CCOC(=O)C1(C(C)=O)CC(C(=O)c2ccccc2)C(c2ccccc2)C(C(=O)c2ccccc2)C1 (stereo not drawn) | -15.3% | -12.1%
CC(CN(C)C)CN1c2ccccc2CCc2ccccc21 (stereo not drawn) | -26.5% | -8.9%
O=C(O)c1cc(NCc2ccc3c(c2)OCO3)ccc1N1CCOCC1 | 9.9% | -0.2%
Cc1c(C)n(Cc2ccc(F)cc2)c2ccc(C(=O)Nc3ccc(Cl)cc3)cc12 | 104.2%[activator] | -6.2%

Some of these compounds in order of the AID inhibitor value, smallest number first.
compound	AID inhibitor
CCOc1ccccc1C(=O)N1CC(=O)Nc2ccc(C)cc2C1c1ccccc1 (stereo not drawn)	-28.8%
CCCCn1c(=O)[nH]c(=O)c2c1nc(COC(=O)C1(C#N)CCCC1)n2C	-5.7%
CCn1nc(C(=O)Nc2ccc(S(=O)(=O)N(C)C)cc2)c2ccccc2c1=O	0.2%

Fetched one by one from above, 7 records:
SMILES | AID inhibitor | UDG counterscr
CC(C)(C#CC(O)(c1ccccc1)c1ccccc1)[N+](C)(C)Cc1ccccc1 | 5.6% | 16.3%
O=C(O)c1cc(NCc2ccc3c(c2)OCO3)ccc1N1CCOCC1 | 9.9% | -0.2%
Cc1c(C)n(Cc2ccc(F)cc2)c2ccc(C(=O)Nc3ccc(Cl)cc3)cc12 | 104.2%[activator] | -6.2%
Cc1ccc(NC(=O)c2cc[n+]([O-])cc2)cc1Cl | 1.0% | -2.4%
CC(CN(C)C)CN1c2ccccc2CCc2ccccc21 (stereo not drawn) | -26.5% | -8.9%
CCCCn1c(=O)[nH]c(=O)c2c1nc(COC(=O)C1(C#N)CCCC1)n2C | -5.7% | 0.2%
O=C(Nc1cc2c(cc1Sc1ccccc1)OCCO2)c1ccc2c(c1)OCCCO2 | ? | -8.3%
